Source: PubChem BioAssay (National Center for Advancing Translational Sciences (NCATS))
USP2a inh: USP2a (human) protease inhibition; O75604; USP2 core, Ub-CHOP2 coupled fluorogenic reporter, 485/531; Potency, µM (top dose mostly 38.3 µM), for the others: top-dose activity change, negative = inhibition, most hits filed as inhibitors; 0.01% of 330,000 active; AID 463254;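 note: potency is the fitted concentration of half-maximal effect; plate controls were DMSO wells for no effect and full inhibition by NEM control for full effect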
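Cell-free coupled assay: 10nM USP2 core preincubated 30min RT with compound in Tris-HCl pH 8.0/CaCl2/CHAPS buffer, then 25nM Ub-CHOP2 and 25nM reporter substrate; fluorescence (Ex 485/Em 531) read after 60min RT, normalized to NEM inhibition, concentration-response curves fitted.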
B2AR arrestin: recruits beta-arrestin to the human beta2-adrenergic receptor; P07550; 0.02% of 330,000 active; Potency, µM (series often up to 46.1 µM), without a hit: at the highest dose activation, hits mostly activators; beta-arrestin recruitment to beta2AR, cell-based reporter;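 note: potency is the fitted concentration of half-maximal effect; 0% = DMSO controls and full agonism = EC100 isoproterenol or metaproterenol; nearly all actives have a fitted effect of over 65% in size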
Target sequence (P07550 whole entry, looked up): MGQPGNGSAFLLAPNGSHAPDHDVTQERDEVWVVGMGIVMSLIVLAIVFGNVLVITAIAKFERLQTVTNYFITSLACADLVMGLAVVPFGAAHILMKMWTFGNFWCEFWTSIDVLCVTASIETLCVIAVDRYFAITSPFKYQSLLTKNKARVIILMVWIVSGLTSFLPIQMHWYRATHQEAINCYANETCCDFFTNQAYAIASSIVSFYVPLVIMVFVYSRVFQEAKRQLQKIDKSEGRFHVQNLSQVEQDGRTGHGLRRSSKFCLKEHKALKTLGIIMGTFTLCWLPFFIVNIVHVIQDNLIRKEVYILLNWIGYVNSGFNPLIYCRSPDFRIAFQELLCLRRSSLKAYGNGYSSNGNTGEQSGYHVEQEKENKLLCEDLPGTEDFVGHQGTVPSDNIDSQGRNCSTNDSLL
Giardia kill: kills Giardia lamblia. activity change, % at 7.66 µM, hits read low. 0.15% of 340,000 active. Giardia lamblia trophozoite viability. AID 540267; in the data active = activity change below about -80%; inconclusive = between about -30% and that limit;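 note: parasites exposed to compound for two days anaerobically before the ATP read; % is set by controls: 0 for no effect and ±100 for the full control effect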
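Viability, read as ATP luminescence: trophozoites at 100 cells/well, compound added, 48 hrs anaerobic at 37 deg C, then 15-30 min room-temperature development before reading.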
GALK inh: inhibitors of human galactokinase. P51570. Purified GALK, Kinase-Glo residual ATP luminescence. Potency, µM (highest dose often 57.5 µM), without a hit: at the top dose activity change, negative = inhibition, usual class: inhibitors. 0.007% of 270,000 active; note: potency is the fitted concentration of half-maximal effect; % is set by controls: 0 for no effect and ±100 for the full control effect
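The enzyme phosphorylates galactose (100 uM) using ATP (35 uM); inhibition is detected as higher residual ATP, quantified by bioluminescence after 1 h reaction at room temperature, pH 8.0.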
TRPV1 ag: human TRPV1 agonism; Q8NER1; TRPV1-expressing cells, Fluo-8 calcium influx, agonist mode; activation, % at 8.33 µM; 0.19% of 320,000 active; in the data active = activation above about 80%; inconclusive = between about 30% and that limit; note: 0% is about no effect
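TRPV1-expressing cells were cultured overnight at 35.5C and loaded with Fluo-8 calcium dye for 40 to 90 min at room temperature. After a 10 s baseline, compound was added and calcium influx was read kinetically for 3 min (ex 480/em 520 nm).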
KCNH2 3.1 inh: KCNH2 3.1 (human) potassium channel inhibition | U2OS KCNH2 3.1, thallium flux FluxOr; stronger effect = lower value | activity change, % (tested at about 1.8 µM) | 0.95% of 340,000 active | AID 720553;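 active = maximum activity change below -70%; inconclusive = maximum activity change from -70% to -50%; inactive = maximum activity change above -50%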;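 note: thallium influx rate constant from kinetic fluorescence after stimulation buffer; % is set by controls: 0 for no effect and ±100 for the full control effect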
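Normalized rate constant (relative to positive and negative DMSO controls) derived from a 2 min kinetic fluorescence read after stimulation; U2OS cells expressing the 3.1 isoform via virus at 1.77 x 10^8 /mL.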
FBPA coupling cs: inhibits coupling enzyme system, counter-screen for aldolase hits | coupling enzyme system counterscreen, AmpLite Red fluorescence | activity change, negative = inhibition, % at 58.2 µM, hits read low | AID 2472 | 0.67% of 290,000 active; in the data active = activity change below about -30%; note: % is set by controls: 0 for no effect and ±100 for the full control effect
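Counterscreen of the coupled detection system alone, without aldolase: glyceraldehyde-3-phosphate coupling enzymes plus AmpLite Red readout. Compounds at 57.5 uM final, 10 min RT preincubation, 20 min RT reaction, fluorescence 525/598 nm.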
PKM2 act: activators of human pyruvate kinase M2; P14618; purified PKM2, Kinase-Glo ATP luminescence, activation; response scale: 0% is enzyme alone, no compound; Potency, µM (highest dose often 57.5 µM), for inactives: at the top dose activation, usual class: activators; 0.34% of 260,000 active; note: potency is the fitted concentration of half-maximal effect; % is set by controls: 0 for no effect and ±100 for the full control effect; nearly all actives have a fitted effect of over 55% in size
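Purified hPK-M2 (>95%) run at intermediate activity with 0.1 mM ADP and 0.5 mM PEP in 50 mM imidazole pH 7.2, KCl, MgCl2; 1 h room temperature. ATP formed read by Kinase-Glo luminescence; normalized to uninhibited and no-enzyme controls.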
Menin MLL FP TR: menin-MLL binding inhibition, Texas Red mutant peptide. O00255. Menin + Texas Red MLL mutant peptide, fluorescence polarization. Potency, µM (highest dose often 61.6 µM), without a hit: top-dose FP activity change, negative = inhibition, hits mostly inhibitors. 0.23% of 270,000 active. AID 1768; active = well fitted inhibition curve with a large enough effect in the polarisation, with a control signal flat, not every such curve was filed as active; inconclusive = small, poorly fitted or top-dose-only effect, or effect the other way, or a change in a side signal; inactive = no such curve, though single readings can be large or run the other way; the % refers to the polarisation; note: potency is the fitted concentration of half-maximal effect; % of control where 0% means no effect; many of its hits are not listed in these tables
Target sequence (O00255 whole entry, looked up): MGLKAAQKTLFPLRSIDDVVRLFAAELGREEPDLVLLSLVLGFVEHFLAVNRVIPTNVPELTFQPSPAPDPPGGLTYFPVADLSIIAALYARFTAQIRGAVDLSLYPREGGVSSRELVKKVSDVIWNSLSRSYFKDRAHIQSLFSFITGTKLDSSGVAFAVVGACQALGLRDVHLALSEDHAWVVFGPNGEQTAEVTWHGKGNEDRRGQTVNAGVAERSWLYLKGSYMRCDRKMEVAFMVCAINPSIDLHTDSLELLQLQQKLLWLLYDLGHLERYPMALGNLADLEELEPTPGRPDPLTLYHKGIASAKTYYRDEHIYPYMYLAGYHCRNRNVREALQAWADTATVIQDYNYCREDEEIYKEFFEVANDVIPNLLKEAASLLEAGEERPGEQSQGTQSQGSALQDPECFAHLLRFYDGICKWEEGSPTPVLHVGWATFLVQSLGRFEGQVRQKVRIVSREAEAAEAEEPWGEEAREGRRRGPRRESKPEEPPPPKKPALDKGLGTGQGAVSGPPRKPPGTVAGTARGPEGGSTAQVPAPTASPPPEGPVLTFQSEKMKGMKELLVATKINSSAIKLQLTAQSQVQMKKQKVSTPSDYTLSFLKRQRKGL
CXXC DNA block: MLL CXXC-DNA interaction inhibition | Q03164 | MLL-CXXC / FITC-HOXA9 DNA fluorescence polarization | Potency, µM (doses to about 115 µM), for the others: at the highest dose activity change, negative = inhibition, hits mostly inhibitors | 0.037% of 290,000 active; active = well fitted inhibition curve with a large enough effect in the polarisation, with a control signal flat, not every such curve was filed as active; inconclusive = small, poorly fitted or top-dose-only effect, or effect the other way, or a change in a side signal; inactive = no such curve, though single readings can be large or run the other way; the % refers to the polarisation; note: potency is the fitted concentration of half-maximal effect
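Steps: dispense CXXC domain solution (7 uM) → pin compounds or unlabeled HOX-A9 DNA control → 5 min ambient → add FLSN-HOX-A9 solution (50 nM) → spin → 30 min ambient → fluorescence polarization. Tris pH 7.5/NaCl/DTT/BSA buffer.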
KCNH2 WT inh: inhibitors of human wildtype KCNH2 potassium channel; Q12809; U2OS, BacMam KCNH2, thallium flux FluxOr; stronger effect = lower value; activity change, % at 1.84 µM; 0.37% of 340,000 active;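 active = maximum activity change below -70%; inconclusive = maximum activity change between -70% and -50%; inactive = maximum activity change above -50%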; note: % is set by controls: 0 for no effect and ±100 for the full control effect
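U2OS cells were transduced with wild-type KCNH2 virus (2.03 x 10^8 / mL) for 4 h at room temperature, then cultured overnight at 37 C. Thallium flux was read with FluxOr dye. Rate constants were normalized to DMSO controls.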
The depositor's hits bear a star; ? = inconclusive; nt = not tested or not shown; [ ] = remark or other dose. Unless noted, calls come from the whole dose curve; as a rule, active = well fitted curve in the direction sought with a large enough effect; inconclusive = small, poorly fitted or top-dose-only effect, or another doubt; inactive = no such curve, though single readings can be large; an effect the other way counts as inactive or inconclusive.

no.	smiles	USP2a inh	B2AR arrestin	Giardia kill	GALK inh	TRPV1 ag	KCNH2 3.1 inh	FBPA coupling cs	PKM2 act	Menin MLL FP TR	CXXC DNA block	KCNH2 WT inh
1	COc1ccc(C(=O)OCCc2sc[n+](CC(=O)c3ccccc3)c2C)cc1	4%	0.3%	-22	-1%	-1	-3	-3	-7%	-27%	14%	-3
2	CCC(C)C(NC(=O)C1CCC(=O)N1C(=O)OCc1ccccc1)C(=O)NC(Cc1ccccc1)C(N)=O (stereo unspecified)	8%	-0.4%	6	-2%	-5	6	-1	-3%	-11%	4%	-2
3	O=[N+]([O-])c1cccc(OCC(O)CN2CCN(S(=O)(=O)c3cc(Cl)ccc3Cl)CC2)c1 (stereo unspecified)	3%	0.4%	-15	0%	0	-13	0	-1%	18%	-6%	3
4	COc1ccc(NC(=O)COC(=O)CCc2cc(OC)c(OC)c(OC)c2)c([N+](=O)[O-])c1	2%	-0.2%	4	-2%	4	10	1	?	?	-9%	0
5	CSCCC(C(=O)N1CC2(C)CC1CC(C)(C)C2)N1C(=O)c2ccccc2C1=O (stereo unspecified)	3%	0.2%	21	4%	?	-13	-1	-8%	-1%	-1%	-3
6	CC(=O)c1ccc(C(=O)N2CCCC(CNC(=O)c3ccccc3Cl)C2)cc1 (stereo unspecified)	1%	-0.1%	1	-4%	0	nt	2	-6%	-4%	11%	22
7	CCN1CCN(c2oc(-c3ccco3)nc2C#N)CC1	1%	-0.1%	-6	nt	-1	-9	2	2%	nt	10%	1
8	CNC(=O)CC1C(=O)N(C)C(=S)N1NC(=O)c1ccc(Cl)cc1 (stereo unspecified)	4%	-0.1%	-19	-1%	-1	-11	1	1%	nt	1%	2
9	CCOC(=O)C(=CNc1nc(-c2ccc3ccccc3c2)cs1)C(=O)OCC	-2%	0.2%	5	-2%	4	7	-1	nt	54%[activator]	15%	-15
10	COCCCNC(=O)c1ccc2c(c1)ncn2-c1ccccc1OC	0%	0.0%	-3	1%	2	2	-3	-18%	-16%	-7%	7
11	CCn1cc(S(=O)(=O)c2ccc(C)cc2)[nH]c1=O	3%	0.2%	4	2%	-1	4	1	15%	12%	3%	1
12	O=C(NCC1CCCCC1)c1cccc(S(=O)(=O)NCc2cccnc2)c1	9%	0.3%	8	-2%	3	-9	2	-41%	4%	-2%	-9
13	Oc1c(/C=C/C=C/C=Nc2ccccc2)sc(=S)n1Cc1ccccc1	3%	-0.2%	-3	-2%	0	9	-10	-2%	nt	29%	1
14	O=C(NCCc1ccc(Cl)cc1)c1ccc(CS(=O)Cc2ccc(Cl)cc2)o1 (stereo unspecified)	1%	0.0%	-6	1%	?	-8	4	nt	19%	0%	-1
15	Cc1ccc(N/C(N)=N/c2nc(C)cc(C)n2)cc1	1%	0.7%	1	nt	11	-26	2	1%	-5%	-6%	20
16	Cn1c(=O)c2c(ncn2CC(=O)N2CCN(c3ccccc3)CC2)n(C)c1=O	2%	-0.4%	-9	1%	1	-1	4	3%	7%	4%	10
17	Cc1ccc(C)c(OCC(=O)Nc2ccccc2N2CCCC2)c1	-5%	0.6%	-13	5%	12	-12	-2	1%	7%	1%	5
18	COc1ccc(-n2nnnc2/C=C\Nc2ccccc2C(=O)c2ccccc2)cc1	3%	0.1%	9	-1%	-5	-31	5	-2%	?	2%	-21
19	COc1ccccc1NC(=O)CCN1CCN(CCC(=O)Nc2ccccc2OC)CC1	-1%	-0.5%	nt	6%	3	nt	2	-6%	3%	-4%	nt
20	O=C(/C=C/c1ccc(-c2ccccc2)cc1)NCc1cccnc1	0%	-0.2%	-1	2%	?	-21	-3	2%	-11%	-9%	-4
21	CCn1ccnc1C(O)c1cccc(OC)c1OC (stereo unspecified)	0%	-1.0%	-13	1%	0	1	-3	-13%	4%	-2%	-9
22	CC(=O)N1CCN(c2ccc([N+](=O)[O-])cc2C#N)CC1	-2%	-0.1%	-1	0%	1	-31	1	-1%	7%	-19%	3
23	COc1ccc(CNCc2cccc(Cl)c2)cc1	-2%	-0.4%	0	4%	?	14	1	2%	-7%	4%	38
24	C=CCN(C(=O)CNC(=O)c1ccco1)C(C(=O)NC1CCCCC1)c1ccc(F)cc1 (stereo unspecified)	6%	-0.5%	-6	12%	1	-3	0	-5%	-1%	8%	9
25	CCCCN1CCNC1=S	1%	0.2%	-11	6%	1	6	4	-3%	-10%	?	-2
26	CCOc1ccc(Br)cc1C1=CC(=O)C[C@H](c2ccc(OC)cc2)C1	5%	0.1%	5	nt	18	-15	nt	nt	nt	nt	-5
27	CCCCNC(=O)CCCn1c(=O)c2ccccc2n(CC(=O)NCCC2=CCCCC2)c1=O	-1%	-0.2%	-10	-3%	2	2	3	0%	-9%	7%	-3
28	CC(C)Sc1nc2c(c(=O)[nH]c(=O)n2C)n1C	1%	0.5%	-5	0%	1	-10	-1	-10%	-10%	-2%	0
29	COC(=O)c1ccc(COc2cccc3c2OC(C)(C)C3)cc1	-1%	0.1%	-4	-4%	?	-12	nt	14%	nt	-2%	-14
30	Cc1ccc(-c2nnc(Nc3ccc(CC(N)=O)cc3)c3ccccc23)cc1	-1%	0.6%	2	-4%	?	11	3	-1%	-18%	-2%	36
31	CCOc1ccc(Cl)cc1S(=O)(=O)N1CCC(C(=O)N2CCCC2)CC1	2%	0.1%	1	-1%	-4	nt	nt	-3%	nt	21%	-43
32	CCCn1c(=N)n(CC(O)c2ccco2)c2ccccc21 (stereo unspecified)	2%	-0.5%	-5	4%	0	-41	-4	2%	-2%	-1%	28
33	N/C(=N\OS(=O)(=O)c1ccc(Cl)cc1)c1ccncc1	4%	0.4%	-19	-3%	1	12	0	1%	-8%	2%	-5
34	CCC1Oc2ccc(C)cc2N(CC(=O)N(Cc2cccnc2)Cc2cccc(F)c2)C1=O (stereo unspecified)	-2%	-0.1%	5	0%	?	1	-1	-8%	9%	-3%	-5
35	CCn1ccnc1CN1CCCCC1C(=O)Nc1ccc(Oc2cccnc2)cc1 (stereo unspecified)	-1%	3.9%	-3	3%	-6	8	1	-2%	-22%	5%	18
36	CC(C)(C)NC(=O)CN(Cc1ccco1)C(=O)CCC(=O)Nc1nccs1	2%	-0.8%	6	-1%	-2	15	2	-3%	-3%	17%	-2
37	O=C(OCC#CCSc1nnc(-c2ccc(Br)cc2)o1)c1cccs1	0%	-0.6%	-9	nt	6	-9	-1	7%	-2%	27%	-4

Only USP2a inh, Giardia kill and Menin MLL FP TR, for some of the entries so far:
#	Compound	USP2a inh	Giardia kill	Menin MLL FP TR
32	CCCn1c(=N)n(CC(O)c2ccco2)c2ccccc21 (stereo unspecified)	2%	-5	-2%
33	N/C(=N\OS(=O)(=O)c1ccc(Cl)cc1)c1ccncc1	4%	-19	-8%
34	CCC1Oc2ccc(C)cc2N(CC(=O)N(Cc2cccnc2)Cc2cccc(F)c2)C1=O (stereo unspecified)	-2%	5	9%
35	CCn1ccnc1CN1CCCCC1C(=O)Nc1ccc(Oc2cccnc2)cc1 (stereo unspecified)	-1%	-3	-22%

Single records, as listed above:
CCOC(=O)C(=CNc1nc(-c2ccc3ccccc3c2)cs1)C(=O)OCC reads USP2a inh: -2%; B2AR arrestin: 0.2%; Giardia kill: 5; GALK inh: -2%; TRPV1 ag: 4; KCNH2 3.1 inh: 7; FBPA coupling cs: -1; PKM2 act: nt; Menin MLL FP TR: 54%[activator]; CXXC DNA block: 15%; KCNH2 WT inh: -15
O=C(OCC#CCSc1nnc(-c2ccc(Br)cc2)o1)c1cccs1 reads USP2a inh: 0%; B2AR arrestin: -0.6%; Giardia kill: -9; GALK inh: nt; TRPV1 ag: 6; KCNH2 3.1 inh: -9; FBPA coupling cs: -1; PKM2 act: 7%; Menin MLL FP TR: -2%; CXXC DNA block: 27%; KCNH2 WT inh: -4

Some of the compounds tested, so the mix of outcomes need not match the whole.
